Assay outcomes as filed in PubChem BioAssay.
PLK1 PBD inh: PLK1 (human) polo-box domain binding inhibition | P53350 | Plk1 PBD binding of FITC phosphopeptide, fluorescence polarization | Potency, µM, inactives show max response, negative = inhibition, most hits filed as inhibitors | actives 2.8% (n = 360,000); note: potency is the fitted concentration of half-maximal effect; series mostly up to about 57 µM; % is set by controls: 0 for no effect and ±100 for the full control effect; nearly all actives have a fitted effect of over 65% in size
EPAC1 antagonist: EPAC1 (human) antagonism; EPAC1 GEF assay, Rap1b-BODIPY-GDP exchange fluorescence; actives 0.14% (n = 360,000); AID 720709; Potency, µM (top dose mostly 115 µM), inactives show at the highest dose activity change, negative = inhibition, most hits filed as inhibitors; O95398;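 note: potency is the fitted concentration of half-maximal effect; plate controls were vehicle for no effect and positive control for full effect; nearly all actives have a fitted effect of over 50% in size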
FUS suppressor: FUS proteinopathy suppression in yeast. actives 0.24% (n = 390,000). S. cerevisiae FUS-expressing, growth rescue, OD600, 24 h. Potency, µM (top dose mostly 76.6 µM), for the others: at the highest dose growth rescue (activation), most hits filed as activators;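 note: potency is the fitted concentration of half-maximal effect; plate controls were DMSO vehicle for no effect and reference control for full effect; nearly all actives have a fitted effect of over 55% in size; some results filed as inactive show a strong effect at the top dose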
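Read-out: OD at 600 nm after 24hr at 30C, reporting rescue of FUS-induced yeast toxicity. Cells at OD 0.005 in galactose (2%) minimal medium; compounds tested in a dilution series; CP55940 titration from 92uM final as control.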
EPAC1 ag: activates human EPAC1 exchange factor. EPAC1 agonist qHTS, biochemical assay; response scale: 100% = response to 6.5 mM cAMP. actives 0.073% (n = 360,000). AID 720707. Potency, µM (series often up to 154 µM), inactives show at the top dose activation, hits mostly activators; note: potency is the fitted concentration of half-maximal effect; nearly all actives have a fitted effect of over 60% in size
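Normalized to 6.5 mM cAMP, activity reflects EPAC1-catalysed release of BODIPY-GDP from Rap1B, followed kinetically over 30 min at 480 nm excitation, 540 nm emission. Reaction contained 100 nM EPAC1, 250 nM Rap1B-BODIPY-GDP, 50 uM GDP.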
IL2 activator: IL-2 activation; actives 0.065% (n = 360,000); activation, % (series mostly up to about 46 µM); IL-2 activation reporter assay, cell-based qHTS; stimulated with anti-CD3/CD4/CD28 beads; in transgenic mouse T cells; in the data active = activation above about 50%; inconclusive = mostly about 30% to 49%; note: 0% is about no effect
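EGFP and DsRed fluorescence is measured by plate cytometry in unstimulated transgenic mouse T cells exposed to compound for 60 minutes, then stimulated 18 hours at 37 degrees C with anti-CD3/anti-CD4 beads plus anti-CD28.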
aSyn yeast inh: rescues yeast growth from alpha-synuclein toxicity; Yeast expressing alpha-synuclein, growth rescue, BacTiter-Glo, 24 h; Potency, µM (series often up to 46.1 µM), for inactives: at the top dose growth rescue (activation), most hits filed as activators; actives 0.14% (n = 370,000); note: potency is the fitted concentration of half-maximal effect; % of control where 0% means no effect; nearly all actives have a fitted effect of over 65% in size
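Readout is rescue of growth in alpha-synuclein-expressing yeast, so inhibitors of toxicity appear as activators. Growth after 24 hr at 30 deg C in galactose medium is quantified by luminescence.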
Abeta rescue: compounds reversing amyloid beta toxicity in yeast. Potency, µM (doses to about 46.1 µM), for the others: at the top dose growth rescue, usual class: activators. yeast expressing A-beta42, growth rescue, OD600, 48 h; response scale: 0% DMSO, 100% iron-clioquinol control. actives 0.063% (n = 410,000); note: potency is the fitted concentration of half-maximal effect; nearly all actives have a fitted effect of over 55% in size
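Yeast growth medium received pinned compounds, then yeast cells expressing toxic A-beta were added; plates incubated at 30 C for 48 hr. Growth read as absorbance at 600 nm, normalized to DMSO and equimolar FeCl3 plus clioquinol controls.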
WRN helicase inh: inhibitors of human WRN helicase; Potency, µM (top dose mostly 114 µM), for inactives: at the top dose activity change, negative = inhibition, most hits filed as inhibitors; WRN helicase unwinding, fluorescent forked duplex, kinetic; actives 0.46% (n = 360,000); AID 651768; Q14191; note: potency is the fitted concentration of half-maximal effect; % is set by controls: 0 for no effect and ±100 for the full control effect; nearly all actives have a fitted effect of over 55% in size
Target sequence (Q14191 whole entry, looked up): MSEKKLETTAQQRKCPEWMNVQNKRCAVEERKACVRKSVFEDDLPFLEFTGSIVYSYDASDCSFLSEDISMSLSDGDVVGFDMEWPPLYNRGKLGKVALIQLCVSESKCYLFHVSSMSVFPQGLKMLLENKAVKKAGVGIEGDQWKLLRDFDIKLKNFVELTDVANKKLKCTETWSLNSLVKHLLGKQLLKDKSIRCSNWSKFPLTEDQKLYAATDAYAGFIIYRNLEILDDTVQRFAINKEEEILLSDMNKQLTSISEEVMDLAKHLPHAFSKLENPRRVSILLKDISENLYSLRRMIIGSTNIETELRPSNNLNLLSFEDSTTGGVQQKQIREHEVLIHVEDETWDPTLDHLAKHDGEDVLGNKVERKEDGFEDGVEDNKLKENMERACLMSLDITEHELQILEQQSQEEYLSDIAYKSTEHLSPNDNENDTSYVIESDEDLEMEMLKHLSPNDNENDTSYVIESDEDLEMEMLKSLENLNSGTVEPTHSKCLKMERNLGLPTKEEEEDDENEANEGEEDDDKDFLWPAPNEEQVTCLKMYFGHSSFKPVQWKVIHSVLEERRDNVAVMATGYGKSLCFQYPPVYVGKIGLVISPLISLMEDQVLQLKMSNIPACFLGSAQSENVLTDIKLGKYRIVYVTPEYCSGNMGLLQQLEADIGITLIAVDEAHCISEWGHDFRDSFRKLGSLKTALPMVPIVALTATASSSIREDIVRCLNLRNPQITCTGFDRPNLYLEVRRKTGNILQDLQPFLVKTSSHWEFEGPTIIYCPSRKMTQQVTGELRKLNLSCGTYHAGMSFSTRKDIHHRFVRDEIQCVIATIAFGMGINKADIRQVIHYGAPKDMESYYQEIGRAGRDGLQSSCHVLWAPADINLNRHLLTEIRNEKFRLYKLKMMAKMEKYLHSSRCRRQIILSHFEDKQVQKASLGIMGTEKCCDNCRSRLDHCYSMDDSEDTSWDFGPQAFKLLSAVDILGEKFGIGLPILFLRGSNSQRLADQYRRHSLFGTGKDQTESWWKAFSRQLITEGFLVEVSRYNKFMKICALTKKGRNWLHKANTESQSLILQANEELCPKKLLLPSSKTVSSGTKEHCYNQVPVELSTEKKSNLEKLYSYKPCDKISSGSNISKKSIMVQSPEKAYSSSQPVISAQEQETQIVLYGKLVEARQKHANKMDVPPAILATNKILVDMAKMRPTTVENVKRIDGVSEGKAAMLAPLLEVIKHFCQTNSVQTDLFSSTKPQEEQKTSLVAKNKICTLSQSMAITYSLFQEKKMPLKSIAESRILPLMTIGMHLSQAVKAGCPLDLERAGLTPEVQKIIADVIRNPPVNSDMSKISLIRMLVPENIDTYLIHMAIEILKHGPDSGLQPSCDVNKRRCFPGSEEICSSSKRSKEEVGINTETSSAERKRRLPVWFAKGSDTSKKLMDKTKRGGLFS
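Primary qHTS, 1536-well format. 20 nM WRN + compound, 15 min RT; start with 100 nM forked fluorophore/quencher duplex, 2 mM ATP (final); kinetic read ex 525/em 598 nm.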
PI5P4Ka inh: PI5P4K alpha (human) kinase inhibition | P48426 | PI5P4Kalpha enzyme, ADP-Glo luminescence, 60 min; active compounds read low | max response, % | actives 1.2% (n = 330,000) | AID 652105; active = max response of -50% or lower; inconclusive = between -30% and -50%; inactive = -30% or higher; note: value at the top dose of about 77 µM; % is set by controls: 0 for no effect and ±100 for the full control effect
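Quantitative HTS of the MLSMR library against PI5P4Kalpha with substrate. ATP added last at 5 microM final; room temperature, 60 minutes. Remaining ATP depleted, ADP converted and read as luminescence.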
Active calls of the source: *; u = inconclusive; x = no result given; & = joins results of further samples; [ ] = dose if it differs, or a comment. Unless noted, calls come from the whole dose curve; as a rule, active = well fitted curve in the direction sought with a large enough effect; inconclusive = small, poorly fitted or top-dose-only effect, or another doubt; inactive = no such curve, though single readings can be large; an effect the other way counts as inactive or inconclusive.

SMILES	PLK1 PBD inh	EPAC1 antagonist	FUS suppressor	EPAC1 ag	IL2 activator	aSyn yeast inh	Abeta rescue	WRN helicase inh	PI5P4Ka inh
CC1c2ccsc2CCN1S(=O)(=O)c1ccccc1 (stereo not given)	-18%	u	2%	1%	-2.2	8%	-4%	0%	-5
O=C(Nc1ccc2c(c1)OCCO2)C1c2ccccc2OCC(=O)N1CCc1ccccc1 (stereo not given)	1%	-1%	6%	8%	0.9	4%	-11%	0%	7
COc1ccc(OC)c(CNC(=O)CCCn2ccc3cc(S(=O)(=O)N4CCCC4)ccc32)c1	-1%	8%	17%&36%	7%	1.3	-4%	1%&10%	-8%	6
Cc1cc(C)cc(NC(=S)NC2CC3CCC(C2)N3Cc2ccco2)c1 (stereo not given)	-9%	-1%	x	-2%	0.1	4%	5%	-3%	1
CC(=O)C12CCCCC1CC1C3CC(C)C4(O)CC(=O)CCC4(C)C3CCC12C (stereo not given)	-5%	-1%	-18%	7%	-4.1	-1%	2%	-13%	11
CC(OC(=O)CCCN=C1NS(=O)(=O)c2ccccc21)C(=O)NC1CCCCC1C (stereo not given)	-5%	4%	x	11%	-1.4	-5%	-16%	-29%	6
Cc1cc(C)n(Cc2ccc(C(=O)Nc3cccc(Br)c3)o2)n1	-8%	-9%	8%	4%	-0.3	-11%	13%	-8%	-9
CC1CN(C(=O)CN2C(=O)c3ccccc3S2(=O)=O)CC(C)O1 (stereo not given)	u	-8%	11%	0%	-0.6	-1%	12%	2%	4
CC(C)(C)OC(=O)N(CCc1ccccc1)Cc1cccc(OCc2cccc(NC(=O)C3CC3)c2)c1	1%	-14%	2%	-22%	-0.8	-18%	-6%	-6%	11
Cc1ccccc1CS(=O)(=O)Cc1ccc(C(=O)N2CCOCC2)o1	-1%	2%	-2%	1%	2.3	7%	-4%	8%	-3
O=C(/C=C/c1ccc(F)cc1)NCCCN1CCN(CCCNC(=O)/C=C/c2ccc(F)cc2)CC1	5%	30%	-1%	-5%	3.6	-4%	3%	-23%[57.1 µM]	1
CC1(C(=O)Nc2ccc3c(c2)OCCO3)CCC(=O)N1C1CC1 (stereo not given)	5%	-3%	-19%	-2%	0.1	u	-4%	0%	6

Part of the list above in another layout.
Fields: PLK1 PBD inh, EPAC1 antagonist, FUS suppressor, EPAC1 ag, IL2 activator, aSyn yeast inh, Abeta rescue, WRN helicase inh, PI5P4Ka inh
- CC(OC(=O)CCCN=C1NS(=O)(=O)c2ccccc21)C(=O)NC1CCCCC1C (stereo not given)
  -5%, 4%, x, 11%, -1.4, -5%, -16%, -29%, 6
- Cc1cc(C)cc(NC(=S)NC2CC3CCC(C2)N3Cc2ccco2)c1 (stereo not given)
  -9%, -1%, x, -2%, 0.1, 4%, 5%, -3%, 1
- Cc1cc(C)n(Cc2ccc(C(=O)Nc3cccc(Br)c3)o2)n1
  -8%, -9%, 8%, 4%, -0.3, -11%, 13%, -8%, -9
- COc1ccc(OC)c(CNC(=O)CCCn2ccc3cc(S(=O)(=O)N4CCCC4)ccc32)c1
  -1%, 8%, 17%&36%, 7%, 1.3, -4%, 1%&10%, -8%, 6
- CC(C)(C)OC(=O)N(CCc1ccccc1)Cc1cccc(OCc2cccc(NC(=O)C3CC3)c2)c1
  1%, -14%, 2%, -22%, -0.8, -18%, -6%, -6%, 11

Carrying on:
SMILES	PLK1 PBD inh	EPAC1 antagonist	FUS suppressor	EPAC1 ag	IL2 activator	aSyn yeast inh	Abeta rescue	WRN helicase inh	PI5P4Ka inh
CC(C)(C)c1cc(C(=O)O)n[nH]1	-5%	-3%	-9%	5%	-0.9	-7%	17%	-7%	x
CSc1ccc(CCNC(=O)CN2C(=O)CCSc3ccccc32)cc1	-14%	-15%	4%	9%	-0.4	-9%	-3%	11%	3
Cc1ccc(C#N)c(SCc2nnc(-c3ccc(Cl)cc3)o2)n1	-5%	-24%	x	-4%	1.9	u	-6%	-3%	-7
COc1ccc(CN2C(=O)CCC2(C)C(=O)NC2CCCCC2)c(OC)c1 (stereo not given)	1%	7%	x	13%	-0.6	4%	u	0%	12
CC(=O)N1c2ccc(S(=O)(=O)NCC3CCC(C(=O)N4CCCC(C)C4)CC3)cc2CC1C (stereo not given)	21µM*	-4%	10%	3%	-1.9	0%	9%	6%	-25
Cc1nc2ccc(NC(=O)c3ccc([N+](=O)[O-])cc3)cc2[nH]1	-9%	-5%	22%	2%	0.5	-10%	-19%	u	1
COc1cc(C)nc(N2CCCC(C(=O)NC3CCC(C)CC3)C2)n1 (stereo not given)	-3%	-3%	-9%	-6%	-0.3	-8%	14%	0%[57.1 µM]	x
COc1cc(C(=O)N(Cc2ccc(N(C)C)cc2)C2CCS(=O)(=O)C2)cc(OC)c1OC (stereo not given)	-26%	0%	-8%	-2%	0.5	0%	1%	2%	1
Cc1ccc(C(=O)N2CCC(C(N)=O)CC2)cc1C	-1%	20%	13%	-1%	2.3	-7%	13%	-1%	x
O=C(N/N=C/c1ccoc1)c1cc(O)cc(O)c1	u	u	19%	5%	2.5	-2%	7%	20µM*	-71*
O=C1CCN(C(=O)CSc2ccc(Cl)cc2)N1	-15%	9%	11%	-4%	1.0	-8%	-14%	-1%	5
Cc1cc(N(C)/N=C/c2ccccc2)nc(-c2ccccc2O)n1	-6%	-12%	-8%	0%	0.2	-6%	2%	-9%	15
Cc1cnc(C(=O)Oc2c(C)ccc(C)c2C)cn1	-14%	7%	-2%	2%	2.2	-5%	-95%[inhibitor]	0%	2
COc1ccc2c(c1)CCc1cn3nc(C)cc3nc1-2	-20%	9%	5%	0%	-0.2	-5%	-25%	-17%	3
O=C(CN(Cc1ccccc1)S(=O)(=O)c1cccc(C(F)(F)F)c1)NC1CCCCC1	-3%	5%	x	-17%	-2.0	16%	4%	4%	-1
COc1ccc([C@H]2CC(=O)C[C@@H](CCn3cc(-c4ccccn4)nn3)O2)cc1	-6%	-19%	-3%	0%	-0.4	-4%	-11%	-3%	7
CCCC/C(O)=C1\C(=O)CCCC1=NCCc1c(C)[nH]c2ccccc12	5%	-20%	36%	0%	-0.5	1%	10%	-5%	6
Cc1ccc(Nc2nc(NCCCN3CCOCC3)nc(N)c2[N+](=O)[O-])cc1C	4%	-4%	x	2%	-1.7	-5%	-12%	-12%	3
COc1ccccc1/C=C/C(=O)N1CCN(S(=O)(=O)c2cc(C)ccc2C)CC1	-4%	1%	25%	-1%	1.0	4%	4%	10%	-10
Cc1ccc(N2CN(CCC3=CCCCC3)CNC2=S)cc1	1%	-8%	38%	-9%	-0.5	-6%	u	-2%	-7
Cc1nn(Cc2ccc(C(=O)N3N=C(C(F)F)CC3(O)C(F)F)cc2)c(C)c1[N+](=O)[O-] (stereo not given)	-9%	-5%	22%	5%	-2.0	15%	1%	-9%	x
CCC(=O)N1CCN(c2ccc(NC(=O)c3ccc(Br)o3)cc2)CC1	-12%	-4%	7%	-4%	-0.1	-9%	-25%	10%	-12
CC(Sc1ncn[nH]1)C(=O)c1c(N)n(C)c(=O)n(C)c1=O (stereo not given)	-5%	-10%	x	-2%	-2.1	-5%	-2%	-17%	1
CCc1cccc(NC(=O)CN(C)S(=O)(=O)c2cccs2)c1	-15%	-20%	8%	11%	-0.8	0%	-3%	8%	-8
Cc1ccc(C(=O)CN2CCN(c3ccccn3)CC2)c(C)c1	-8%	3%	-26%	-14%	-0.5	6%	29%	1%	-5
CCn1c(=NC(=O)CSC(C)=O)sc2cc(F)ccc21	-19%	4%	-3%	1%	-2.8	-1%	u	-1%	-9
CC(=O)c1cccc(NC(=O)c2ccc(CN3CCc4ccccc4C3)cc2)c1	-12%	-17%	-18%	11%	-0.8	-3%	1%	5%	9
CS(=O)(=O)Cc1ccc(C(=O)NNC(=O)c2cc(-c3ccccc3)n[nH]2)cc1	5%	-8%	18%	1%	1.5	9%	11%	-9%	-13
CCS(=O)(=O)Nc1ccc(C2=NN(C(=O)c3ccco3)C(c3ccc(Cl)o3)C2)cc1 (stereo not given)	-13%	-11%	19%	3%	0.1	0%	8%	-9%	-22
CC(=O)N1CCc2cc(S(=O)(=O)C(C)CC(=O)NCc3ccco3)ccc21 (stereo not given)	-4%	9%	-25%	5%	-1.0	-2%	-3%	3%	-21
Cn1nnc2cc(C(=O)N3CCN(c4ccccn4)CC3)ccc21	-9%	12%	10%	9%	-0.5	-6%	0%	20%	-12
C=CCNC(=O)c1ccc(OC)cc1	0%	18%	-23%	-9%	0.3	-5%	1%	4%	2
O=C(c1ccccc1)N1CCN(C(=O)C2CC2)CC1	-7%	4%	-3%	3%	-0.4	-8%	7%	1%	1
CCOC(=O)c1sc(NC(=O)c2ccccc2C(=O)O)c(C(=O)OCC)c1C	u	-13%	11%	-7%	-0.5	-7%	-10%	-15%	-2
O=C(CSc1ncc(C(=O)O)n1-c1ccc(F)cc1)NCc1ccc2c(c1)OCO2	-20%	-17%	12%	4%	-0.1	-7%	-14%	0%	-8
O=C(O)C1=C[C@H](c2csc3ccccc23)C[C@H](OCCCCO)O1	-4%	6%	-13%	14%	-0.6	9%	3%	2%	1
COc1cccc(NC(=S)N(CCCN2CCCC2)Cc2cccn2Cc2ccc(Cl)cc2)c1	0%	-18%	28%	5%	0.2	-2%	-1%	0%	4
CCOC(=O)CCCCCC(=O)Nc1ccc2c(c1)C(=O)N([C@@H](C)CO)C[C@@H](C)[C@H](CN(C)C(=O)c1ccncc1)OCCCC[C@H](C)O2	-19%	10%	10%	-4%	1.2	-18%	2%	1%	-10
COC(=O)c1sccc1-c1ccc(C(=O)Nc2cccc(Cl)c2)o1	-11%	-27%	x	10%	0.9	-16%	0%	u	-1
CC(=O)C1=C(C)N(Cc2ccccc2)C(=O)N[C@H]1CCc1ccccc1	7%	-7%	36%	8%	-0.4	10%	4%	7%	-2
CC1(c2ccccc2)CC(c2ccccc2)=Nc2ccccc2N1 (stereo not given)	4%	10%	-2%	6%	-3.8	3%	-8%	0%	3
COC(=O)c1cc(CSC(=N)N)ccc1OCCC(C)C	-25%	-2%	2%	-3%	-4.7	-5%	-19%	-12%	-2
Cc1nn(S(=O)(=O)c2ccc(C(C)C)cc2)c(C)c1S(=O)(=O)N1CCOCC1	-7%	2%	19%	8%	-0.3	2%	9%	6%	1
